High-throughput results: PubChem, National Center for Advancing Translational Sciences (NCATS)
Lipid storage S3: qHTS Assay for Lipid Storage Modulators in Drosophila S3 Cells. Drosophila S3 cells, BODIPY lipid droplet fluorescence, 18-24 h; cells fed with added oleic acid. Potency in µM for hits, for the others lipid storage change, negative = inhibition, % at the top dose, mostly 46.1 µM. 320,000 tested, 0.64% active. AID 2685; active = well fitted inhibition curve with a large enough effect in the signal ratio, with a control signal flat, not every such curve was filed as active; inconclusive = small, poorly fitted or top-dose-only effect, or effect the other way, or a change in a side signal; the % refers to the signal ratio
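Drosophila S3 cells loaded with oleic acid (400 uM, as added) and compounds at several concentrations; lipid droplets imaged by 488-nm laser-scanning cytometry, 500–530 nm intensity and object ratio to cell channel. Percent activity normalized to 20 uM Triacsin C.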
Lipid storage S3 cell count max: further read-out of Lipid storage S3, marked with its call; cell number change, %; measured here: cell count max response;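 cells counted by Cell Tracker Red CMTPX staining in the red channel; peak over a dose series mostly up to 46.1 µM; percent activity relative to internal control wells on each plate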
* marks the source's active call; other numbers are inactive results; i = inactive; ? = inconclusive; nt = not tested or not shown. % is scaled to controls: 0 for no effect and ±100 for the full control effect; potency is read from the fitted curve at half-maximal effect.

SMILES | Lipid storage S3 | Lipid storage S3 cell count max
Cc1ccc(C2/C(=C(\O)c3ccc4c(c3)OCCO4)C(=O)C(=O)N2Cc2cccnc2)cc1 (stereo not given) | -12% | -3
COc1ccccc1CC(=O)N1CCN(c2ccccc2F)CC1 | ? | nt
CN(CCCCCCN(C)Cc1ccccc1O)Cc1ccccc1O | ? | nt
CCOc1ccc(NC(=O)CN2CCC(NC(=O)C3CCCCC3)CC2)cc1 | 1% | 12
CC[C@H](C)[C@H](NC(=O)[C@H](Cc1ccc(O)cc1)NC(=O)[C@@H](N)C(C)C)C(=O)N[C@@H](Cc1cnc[nH]1)C(=O)N1CCC[C@H]1C(=O)N[C@@H](Cc1ccccc1)C(=O)O | 0% | 5
CCC(C)n1c(SCC(=O)NCc2ccco2)nnc1-c1cccc(S(=O)(=O)N2CCOCC2)c1 (stereo not given) | ? | nt
O=C(COc1ccc(S(=O)(=O)N2CCCCC2)cc1)Nc1ccccc1F | -11% | -1
Cc1ccc(-c2noc(CNC(=O)c3ccc4c(c3)OCO4)n2)cc1 | ? | nt
CN(C)c1ccc(S(=O)(=O)N2CCCCC2)cc1NC(=O)CCNC(=O)c1ccc(Cl)cc1 | -8% | 0
CCS(=O)(=O)c1ccc2oc(SCC(=O)Nc3ccc(OC)c(OC)c3)nc2c1 | -4% | 11
Cc1cc(C)n2nc(SCC(=O)N3CCOCC3)nc2n1 | ? | nt
CCOC(=O)C1(Cc2cccc(OC)c2)CCCN(Cc2cnn(C)c2)C1 (stereo not given) | -8% | -7
Cc1cc2occ(CC(=O)N(C)CC(=O)Nc3ccccc3Br)c2cc1C | 6% | nt
Cc1cnn(-c2cc(N/N=C/c3cccc(F)c3)ncn2)c1 | 0% | -8
O=C(NCCc1c[nH]c2ccccc12)/C(=C\c1cccs1)NC(=O)c1ccccc1 | ? | nt
NC(=O)c1nsc(C(=O)N(CC(=O)NC2CCCC2)Cc2ccc3c(c2)OCO3)c1N | ? | nt
O=C(COC(=O)c1ccccc1-n1cnnn1)c1ccc(F)c(F)c1 | ? | nt
CCC(C)(C)NC(=O)C(c1cccc(OC)c1OC)N(C(=O)CCC(=O)Nc1cc(C)on1)c1ccc2c(c1)OCCO2 (stereo not given) | ? | nt
CCCOc1ccc(/C=N/NC(=O)CSc2ccccn2)cc1OC | 7% | 12
COc1cc(NC(=O)c2ccccc2Cl)c(OC)cc1NC(=O)CN1CCCCC1 | -11% | -10
COc1ccc(CCNC(=O)CCS(=O)(=O)c2ccc3c(c2)NC(=O)CO3)cc1OC | i | 6
Cc1cc(Cl)ccc1Oc1nccc(N(C)C)c1C#N | i | -2
COc1ccc(OC)c(NC(=O)CNC(=O)Cn2cnc3ccccc3c2=O)c1 | i | 2
O=C(N/N=C/c1ccc(-c2cccc(C(F)(F)F)c2)o1)c1ccccc1Br | 3% | 3
CCOc1cc([C@@H]2C[C@H]3CN(c4ccccc4)C(=O)[C@]34CCCN24)ccc1OC | 10% | 23
Cc1ccc(NC(=O)CN(C)C(=O)CNC(=O)c2sc3ccccc3c2Cl)cc1 | ? | nt
COc1cc(C(=O)Nc2cccc3c2CCCC3)cc(OC)c1OC | ? | nt
Cc1csc(SCC(=O)Nc2ccccc2)n1 | ? | nt
c1ccc(-c2nc(-n3ccnc3)nc(-n3ccnc3)n2)cc1 | ? | nt
Cc1ccc(-n2c(SCC(=O)Nc3cc(S(=O)(=O)N4CCOCC4)ccc3Cl)nc3ccccc3c2=O)cc1 | ? | nt
Cn1c(=O)c2c(ncn2CC(=O)N2CCN(S(=O)(=O)c3ccccc3)CC2)n(C)c1=O | ? | nt
CCOc1ccc(Nc2nc(Cc3nnc(SCC(=O)NCC4CCCO4)n3C)cs2)cc1 (stereo not given) | ? | nt
COc1cccc(-c2nn(C)c3sc(C(=O)N4CCN(c5ccccn5)CC4)cc23)c1 | ? | nt
CC(C)(C)C1=C(C#N)C(c2ccncc2)C(C#N)=C(N)O1 (stereo not given) | 24% | 1
CSc1ccc(CN(C)C(C)C(=O)Nc2ccc(F)c(F)c2F)cc1 (stereo not given) | ? | nt
Cc1cc(NC(=O)C(=O)NCCN2CCN(S(C)(=O)=O)CC2)ccc1Br | ? | nt
COCCNC(=O)C(=O)Nc1cc2c3c(c1)C(C)C(=O)N3CCC2 (stereo not given) | ? | nt
COCCn1c(-c2ccc(Cl)cc2)cnc1SCC(=O)NCc1cccs1 | ? | nt
O=C(NC1CCN(Cc2ccccc2)CC1)c1cccc(Br)c1 | ? | nt
COC(=O)c1ccccc1NC(=S)N(Cc1ccc2c(c1)OCO2)Cc1cc2cc(C)ccc2[nH]c1=O | 8% | -1

By substructure: the entries above containing an NH in an aromatic ring.
SMILES | Lipid storage S3 | Lipid storage S3 cell count max
CC[C@H](C)[C@H](NC(=O)[C@H](Cc1ccc(O)cc1)NC(=O)[C@@H](N)C(C)C)C(=O)N[C@@H](Cc1cnc[nH]1)C(=O)N1CCC[C@H]1C(=O)N[C@@H](Cc1ccccc1)C(=O)O | 0% | 5
O=C(NCCc1c[nH]c2ccccc12)/C(=C\c1cccs1)NC(=O)c1ccccc1 | ? | nt
COC(=O)c1ccccc1NC(=S)N(Cc1ccc2c(c1)OCO2)Cc1cc2cc(C)ccc2[nH]c1=O | 8% | -1

Next section:
SMILES | Lipid storage S3 | Lipid storage S3 cell count max
Nc1c(C=C2C=CC(=O)C=C2)c(=O)nc2snc(SCc3ccccc3)n12 | -4% | 10
CN(C)c1nnnn1-c1ccc(Oc2ccccc2)cc1 | ? | nt
COc1ccc(CN2C(=O)[C@@H]3C(c4ccc(F)cc4)=NO[C@@H]3C2=O)cc1 | i | nt
COc1ccccc1N1CCN(C(=O)c2cc3c(=O)n4ccccc4nc3s2)CC1 | ? | nt
COc1cc(OC)c(-c2nc3cnccc3n2C)cc1OC | ? | nt
Cc1cc(-c2nn3c(-c4ccccc4)nnc3s2)c2ccccc2n1 | ? | nt
COc1ccc(-n2cc(-c3ccccc3)c3c(=S)nc[nH]c32)cc1 | ? | nt
CC(C)CN(CC(C)C)S(=O)(=O)c1cc([N+](=O)[O-])ccc1N1CCCCCC1 | 10% | -14
CCOC(=O)N1CCN(C(=O)c2ccc3nc(C)sc3c2)CC1 | ? | nt
CCSc1nc2c([nH]c3ccccc32)c(=O)n1C | ? | nt
O=C(CN1c2cccc3cccc(c23)S1(=O)=O)N1CCOCC1 | ? | nt
CCCNC(=O)Cn1cnc2sc(C(=O)Nc3cc(OC)c(OC)c(OC)c3)c(C)c2c1=O | ? | nt
O=C(c1cccs1)N1CCn2c1nc1ccccc12 | 20% | 15
O=C1C=CC(=O)N1c1ccc(Sc2ccc([N+](=O)[O-])cc2)cc1 | -5% | -24
C[n+]1c(/C=C/c2ccc(O)cc2)ccc2ccccc21 | ? | nt
Fc1ccccc1Cc1noc(CN(Cc2ccccn2)CC2CCCO2)n1 (stereo not given) | ? | nt
O=C(CCc1ccccn1)N1CCCC(Nc2ccc(F)cc2)C1 (stereo not given) | i | 2
Cc1ccc(NCN2C(=O)C(=O)c3ccccc32)nc1 | ? | nt
COc1cccc(N=c2oc3ccccc3cc2-c2nc3ccccc3[nH]2)c1 | ? | nt
COc1cc(OC)c(NC(=O)CCNS(=O)(=O)c2ccc3c(c2)CC(C)N3C(C)=O)cc1Cl (stereo not given) | i | 13

Sorted by length of the SMILES (largest number first): three of the compounds above
SMILES | Lipid storage S3 | Lipid storage S3 cell count max
COc1cc(OC)c(NC(=O)CCNS(=O)(=O)c2ccc3c(c2)CC(C)N3C(C)=O)cc1Cl (stereo not given) | i | 13
CC(C)CN(CC(C)C)S(=O)(=O)c1cc([N+](=O)[O-])ccc1N1CCCCCC1 | 10% | -14
O=C(CN1c2cccc3cccc(c23)S1(=O)=O)N1CCOCC1 | ? | nt

(continued)
SMILES | Lipid storage S3 | Lipid storage S3 cell count max
CCc1nnc(NC(=O)[C@@H](NC(=O)c2cccc(C)c2)C(C)C)s1 | 4% | 8
Cc1ccc(S(=O)(=O)Cc2ccc(C(=O)NCCCN3CCCC3=O)o2)cc1 | ? | nt
Cc1ccnc(NC(=O)CCCOc2ccc(Cl)cc2C)c1 | ? | nt
COC(=O)c1cc2nc(-c3ccc(OC)cc3)cc(C(F)(F)F)n2n1 | -3% | 8
CC(C)NCC(O)COCCOc1ccc(C(C)(C)C)cc1 (stereo not given) | 2% | 5
CCC(CC)C(=O)Nc1nc(-c2ccc3c(c2)CCN3C(=O)C2CC2)c(C)s1 | ? | nt
COc1ccc(CCN2CCCn3c2nc2c3c(=O)n(CC(N)=O)c(=O)n2C)cc1OC | ? | nt
CCCN1C2=C(C(=O)CC(C)(C)C2)C(c2ccc(F)cc2)C2=C1c1ccccc1C2=O (stereo not given) | 7% | 6
O=C(Nc1ccc(Br)cc1)Nc1ccccc1Cl | ? | nt
CC1CCCCN1C(=O)CSc1nnc(-c2ccccc2F)o1 (stereo not given) | ? | nt
O=C(COc1ccc(Cl)cc1)Nc1cccc(-c2ccc(N3CCOCC3)nn2)c1 | -2% | 1
COc1ccc(COC(=O)c2ccc3c(=O)n4c(nc3c2)CCC4)cc1F | -3% | 12
CCc1noc(C)c1C(=O)N(C)CC(=O)Nc1cccc(OC)c1 | ? | nt
O=C(COc1cccnc1[N+](=O)[O-])Nc1cccc(S(=O)(=O)N2CCOCC2)c1 | i | nt
Cc1ccc(C2NC(=O)Cc3ccccc32)cc1 (stereo not given) | ? | nt
CCc1ccccc1OCC(=O)Nc1ccc(F)c(S(=O)(=O)N2CCOCC2)c1 | ? | nt
CSc1ccccc1NC(=O)CSCc1ccccc1Br | -28% | -21
CC(CN1CCN(C)CC1)OC(=O)c1ccc(Cl)cc1Cl (stereo not given) | ? | nt
Cc1nc([N+](=O)[O-])cn1C(C)C | 0% | -3
O=C1/C(=C\Nc2ccc(Cl)cc2)CCN1c1ncccn1 | -8% | -15

The last four compounds of the part above come first, to join the parts:
SMILES | Lipid storage S3 | Lipid storage S3 cell count max
CSc1ccccc1NC(=O)CSCc1ccccc1Br | -28% | -21
CC(CN1CCN(C)CC1)OC(=O)c1ccc(Cl)cc1Cl (stereo not given) | ? | nt
Cc1nc([N+](=O)[O-])cn1C(C)C | 0% | -3
O=C1/C(=C\Nc2ccc(Cl)cc2)CCN1c1ncccn1 | -8% | -15
CC(=O)C1=NN(c2ccccc2)C2(S1)S/C(=C\c1ccccc1)C(=O)N2c1ccccc1 (stereo not given) | i | 19
CC(C)(C)c1cc(C(=O)NCCN2CCCC2)cc(C(C)(C)C)c1 | ? | nt
Cc1ccc(NC(=O)CCn2nc(C)cc2C)cc1 | ? | nt
Cc1ccc(SCC(=O)c2sc(-c3ccccc3)nc2C)cc1 | ? | nt
COc1ccc(-c2nc(S(=O)(=O)c3ccccc3)c(N3CCOCC3)o2)cc1 | ? | nt
NS(=O)(=O)c1ccc(CNC(=O)c2cc(-c3cccnc3)nc3ccc(Cl)cc23)cc1 | ? | nt
CCOC(=O)c1c(C)c(-c2ccccc2)n(CC(=O)NCCCN(CC)CC)c1C | 1% | -3
COc1cc(NS(=O)(=O)c2ccc(N)cc2)nc(OC)n1 | ? | nt
O=C(COC(=O)c1ccc2c(=O)n3c(nc2c1)CCC3)Nc1ccccc1F | ? | nt
Cc1nc2sc3c(c2c(=O)o1)CCCC3 | 29µM* | 5.3*
Cc1ccc(S(=O)(=O)CCC(=O)OCC(=O)NCC(=O)Nc2cccc(C)c2C)cc1 | 3% | 16
Cc1ccc(SCCNS(C)(=O)=O)cc1 | ? | nt
O=C(NCc1ccc(F)cc1)c1ccc(CS(=O)Cc2ccccc2Cl)o1 (stereo not given) | ? | nt
O=C1C2CCCN2C(c2cccc(F)c2)N1c1cccc(Cl)c1 (stereo not given) | ? | nt
COCCN(CC(=O)Nc1cccc(C)c1C)C(=O)c1ccc(-n2cccn2)cc1 | ? | nt
Cc1cccc(NC(=O)CNC(=O)COc2cccnc2[N+](=O)[O-])c1C | 9% | -7
O=C(c1ccco1)N(CC1CCCO1)c1nc(-c2ccccc2)cs1 (stereo not given) | ? | nt
COc1ccc(C(=O)NC2=C(C#N)CCC2)cc1OC | i | nt
Cc1cc(Cl)ccc1NC(=O)c1ccc2c(c1)CCN2S(C)(=O)=O | ? | nt
CN(Cc1ccco1)C(=O)c1cc2c(s1)-c1ccc(Cl)cc1S(=O)(=O)C2 | ? | nt
CC(=O)c1cccc(N2C(=O)CC(N3CCN(S(=O)(=O)c4ccc(Cl)cc4)CC3)C2=O)c1 (stereo not given) | ? | nt
CCOC(=O)c1ccc(-c2cccc(C(F)(F)F)c2)nc1C | i | nt
CCOC(=O)CSc1ccc2ccccc2n1 | 7% | 2
O=C1CC(c2ccccc2Cl)c2c(sc3c(=O)[nH]c(CCl)nc23)N1 (stereo not given) | 3% | -2
CSc1nsc(SCC(=O)Nc2nc3ccccc3s2)n1 | ? | nt
Cc1cc(C)cc(Nc2ncc3c(n2)CCCC3=O)c1 | ? | nt
COc1ccccc1C(=O)N/N=C(\C)CC(=O)Nc1ccc(Cl)cn1 | 6% | -5
CC(=Nc1cccc(O)c1)c1sc2ccccc2c1O | ? | nt
Cc1cccc(C)c1Nc1ncnc(N)c1[N+](=O)[O-] | 9% | -9
CCc1cccc2c(C(=O)COC(=O)c3ccccc3)c[nH]c12 | -27% | -7
Cc1ccc(C(=O)Nc2ccc(N3CCOCC3)cc2)cc1S(=O)(=O)N1CCCCC1 | i | -28
CCC(Cc1ccccc1)NS(=O)(=O)c1ccc2c(c1)NC(=O)CO2 (stereo not given) | ? | nt
COc1cccc2[nH]c(C(=O)NCc3ccccc3)cc12 | ? | nt
CS(=O)(=O)N1Cc2ccccc2CC1C(=O)Nc1ccccc1C(N)=O (stereo not given) | ? | nt
COc1ccccc1C(=O)NCCC(=O)NCC(c1ccco1)N1CCCC1 (stereo not given) | ? | nt
CCN(CC)CC(O)COC(c1ccccc1)c1ccccc1 (stereo not given) | -6% | -14

The list is partial, so the mix of outcomes need not match the whole.
